# Screening data as filed in PubChem.
# HIF-2a block = blocks HIF-2a reporter activity | 360,000 tested, 0.72% active | 786-0 RCC cells HIF-2a reporter, luciferase luminescence, overnight | AID 624352 | inhibition, % at 18.8 µM;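 active = inhibition of the luminescence signal of 40% or more relative to plate controls, in a single-dose primary screen at 18.75 µM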
# NR2E3 ag-1 = agonists of human nuclear receptor NR2E3 | Q9Y5X4 | GST-NR2E3/biotin-RetCOR TR-FRET, 1536-well | inhibition of corepressor binding, % at 4.78 µM | 320,000 tested, 0.12% active | AID 2300;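 active = percent inhibition above the cutoff of mean plus 3 SD of all tested compounds, set per screening campaign, cut at about 20% in these data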;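 also: 0% = DMSO wells and 100% = biotin wells as full block of FRET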
# Target sequence (Q9Y5X4 whole entry, looked up): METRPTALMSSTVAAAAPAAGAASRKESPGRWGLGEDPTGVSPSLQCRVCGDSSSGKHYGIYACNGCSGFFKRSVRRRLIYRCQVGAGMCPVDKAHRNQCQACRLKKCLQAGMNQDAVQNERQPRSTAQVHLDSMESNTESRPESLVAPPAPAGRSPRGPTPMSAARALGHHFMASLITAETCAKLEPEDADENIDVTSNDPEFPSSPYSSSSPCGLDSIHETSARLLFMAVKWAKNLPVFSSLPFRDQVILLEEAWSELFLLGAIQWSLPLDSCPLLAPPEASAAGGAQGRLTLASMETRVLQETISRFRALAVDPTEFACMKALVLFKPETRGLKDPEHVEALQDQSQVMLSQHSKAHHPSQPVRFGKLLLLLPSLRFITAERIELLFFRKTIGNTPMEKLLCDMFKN
#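 Material – GST-tagged NR2E3 plus biotinylated RetCOR corepressor · Quantity – NR2E3 fusion 1.35 nM · Times – 5 h incubation at 4 °C · Medium – pH 7.5 Tris-based buffer · Technique – TR-FRET, Eu(K)-anti-GST donor, streptavidin-D2 acceptor, ex 340, em 617/671 nm · Benchmarks – high control biotin, low control 0.6% DMSO · Format – 1536-well plates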
# hiPSC survival = hiPSC single-cell survival enhancement; ATPlite luminescence; 100% = ROCK inhibitor wells, 0% = DMSO; survival enhancement, % at 20 µM; 360,000 tested, 0.044% active; in the data active = survival enhancement above about 18%;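 also: cells exposed to compounds for 16 hours before the ATP read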
# CF NFkB block = inhibitors of cystic fibrosis induced NF-kB; KKLEB NF-kB-GFP reporter, PAF-induced, GFP fluorescence overnight; inhibition, % at 5 µM; 360,000 tested, 0.86% active;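 active = at least 50% inhibition at 5 µM, scaled per plate between neutral and stimulator controls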;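 also: PAF is a Pseudomonas aeruginosa culture filtrate used as stimulus; plate controls were PAF-stimulated DMSO wells for no effect and unstimulated DMSO wells for full effect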
# TWEAK-Fn14 inh = blocks TWEAK-Fn14 interaction in a reporter cell assay; 360,000 tested, 2% active; TWEAK-stimulated Fn14 reporter cells, luciferase luminescence, 8 h; inhibition, % at 10 µM; in the data active = inhibition above about 50%
# KKLEB cytotox = reduces viability of KKLEB cystic fibrosis airway cells | 360,000 tested, 0.36% active | AID 602141 | KKLEB CF airway cells viability, ATPlite luminescence, overnight; active compounds read low; cells stimulated with P. aeruginosa culture filtrate | activity change (cytotoxicity), % at 5 µM;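 active = corrected activity change at or below -50% at 5 µM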
# Peg3 promoter = inhibitors of Peg3 promoter; HeLa PEG-Prom luciferase reporter, luminescence, overnight; inhibition, % at 20 µM; 360,000 tested, 1.7% active; AID 588405;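 active = inhibition of at least 50% at 20 µM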
# aDG glyco up = increases alpha dystroglycan glycosylation | 360,000 tested, 0.22% active | Pro5-aDG cells, alpha-DG glycosylation AlphaScreen (IIH6); 0% Pro5, 100% B10-LARGE cell signal | activation, % at 10 µM | AID 624168;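 active = activation of at least 8% versus controls, or a plate z-score of at least 8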;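 also: Pro5 are CHO cells carrying HIG-tagged alpha-DG that lacks glycosylation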
# NR2E3 ag-2 = agonists of human NR2E3 nuclear receptor; Q9Y5X4; CHO-S Gal4-NCOR/VP16-NR2E3 two-hybrid, luciferase; inhibition of corepressor binding, % at 3.98 µM; 360,000 tested, 0.35% active; AID 602229;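 active = inhibition above the mean of all tested compounds plus 3 SD, cut at about 70% in these data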;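 also: 0% = DMSO with NR2E3 transfected cells and 100% = cells lacking NR2E3 construct; higher means lower luciferase signal from less NR2E3 corepressor binding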
# MITF TRPM1 inh = MITF TRPM1 promoter inhibition in SK-MEL-5 cells. SK-MEL-5 TRPM1 promoter luciferase, 24 h. inhibition, % at 12.5 µM. 330,000 tested, 0.83% active. AID 488899;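 active = mean inhibition across replicates of 60% or more, whatever share of single replicates reaches that level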; also: values of inactives mirror those of a sister screen read the other way
# Shn3 inh set2 = inhibitors of Schnurri-3 3'UTR reporter in osteoblasts. Clone20 osteoblast Shn3 3'UTR firefly luciferase, 24 h. inhibition, % at 12.5 µM. 360,000 tested, 0.52% active;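 active = mean inhibition of at least 75% with every replicate also reaching 75%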;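 also: 0% = median of neutral control wells and 100% = pilot-screen positive control compound; some compounds past the cut are filed as inactive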
# Numbers without * were called inactive; x = no result given; & = joins results of further samples.
SMILES,HIF-2a block,NR2E3 ag-1,hiPSC survival,CF NFkB block,TWEAK-Fn14 inh,KKLEB cytotox,Peg3 promoter,aDG glyco up,NR2E3 ag-2,MITF TRPM1 inh,Shn3 inh set2
COc1ccc(-c2nsc3c(N4CCCCC4)ncnc23)cc1,60*,-6,-6.5,-26,102*,-62*,49,-0.1,57,65*,61
Cc1ccc2oc(=O)cc(CN3CCCCC3)c2c1,16,-24,-0.8,9,-2,-4,22,0.0,8,-1,-29
O=C(Nc1cccn(Cc2c(Cl)cccc2Cl)c1=O)c1ccccc1Cl,-51,5,1.5,-1,15,4,-24,0.6,-2,-6,22
Cc1ccccc1Cn1nc(C)c(NC(=O)c2ccccc2)c1C,12,-1,-0.6,8,8,0,-4,0.0,-19,2,7
CN(CC(=O)Nc1cccc(F)c1)C(=O)c1ccc(N2CCCCCC2)c([N+](=O)[O-])c1,-37,-2,0.5,-2,16,-7,8,1.2,-2,8,71
COc1ccc(CCNC(=O)CCNS(=O)(=O)c2cc(Br)cnc2N)cc1OC,9,1,-0.2,-2,17,-6,-7,0.1,-5,-8,-2
Cc1nc(N)[nH]c(=O)c1CC(=O)OCCCl,8,4,-0.7,-10,-22,-5,6,-0.1,6,14,13
Cc1nn(-c2ccc(F)cc2)c(C)c1NS(=O)(=O)c1ccc(Cl)cc1,32,0,-0.8,9,16,-13,28,0.0,-10,1,11
CC(C)NC(=O)NC(=O)COC(=O)c1ccccc1O,0,2,-0.7,4,-6,-2,22,0.1,4,-2,-9
COc1cc(O)c(C(CC(=O)N2CCCCC2)c2ccc(N(C)C)cc2)c(OC)c1 (centres undefined),8,x,2.4,8,-5,1,1,-0.3,-17,0,16
CCc1ccc(OCC(=O)N(C)C)c(Br)c1,-18,3,0.1,-8,18,-4,-7,0.1,4,-3,-2
CN(C(=O)COC(=O)c1ccc(Cl)s1)C1(C#N)CCCCC1,0,x,-0.5,-2,-41,0,-88,-0.2,0,5,8
O=C(c1ccc2c(c1)OCO2)N(c1ccc(Cl)cc1)C1C=CS(=O)(=O)C1 (centres undefined),2,2,-1.3,-4,7,8,-14,0.3,-27,-1,-7
COc1ccccc1C(=O)NCCNc1ccc([N+](=O)[O-])cc1Cl,-17,1,-0.4,14,-27,-6,5,0.2,-2,8,32
CN(CCc1ccccn1)C(=O)CCC1CCCN(C(=O)c2ccsc2)C1 (centres undefined),15,3,-0.5,-5,-10,5,2,0.6,20,-5,2
C=C(C)C(=O)Nc1cccc(C2=NOC3(C2)C[C@H](C(N)=O)N(C(=O)/C=C/C)C3)c1 (some centres undefined),9,-22,-0.8,1,-2,-18,5,0.1,18,-7,7
CCOc1cc(NC(=S)NCCCN2CCOCC2)c(OCC)cc1NC(=O)c1ccco1,8,0,0.0,-2,0,-1,-4,0.0,6,6,6
CCCOc1cccn2c(N(C=O)Cc3ccc(OC)cc3)c(CC)nc12,5,x,0.1,-1,7,1,11,-0.1,-11,x,8
Cc1ccsc1-c1cc(C(=O)O)c2c(ccc3ccccc32)n1,-99,5,0.3,7,-3,0,-47,0.0,-7,-2,-5
COc1ccc(S(=O)(=O)N2CCCCC2)cc1NC(=O)CSc1ncnc2ccccc12,8,2,-1.5,25,30,-12,-3,0.3,-28,3,25
COC(=O)C1=C(Nc2ccc(OC)cc2)C=C(C)C(C(=O)OC)C1c1ccc(C)cc1 (centres undefined),17,3,-1.3,-9,11,4,21,-1.1,2,6,11
CCOc1ccccc1N(CC(=O)N/N=C(\C)c1cccc(Br)c1)S(C)(=O)=O,12,3,-0.6,-2,-2,-3,21,-0.1,-24,7,-12
CCNC(=O)C1(C)CCCN1C(=O)c1ccc(F)c(Cl)c1 (centres undefined),9,x,1.1,16,3,-7,4,-0.2,20,x,-3
CCOC(=O)N1CCN(c2c(N3CCN(c4ccccc4F)CC3)c(=O)c2=O)CC1,20,1,0.2,5,-21,4,13,-0.1,1,8,-18
Nc1nnc(Sc2ccc(Cl)cc2[N+](=O)[O-])s1,13,4,0.4,-22,7,7,9,-0.1,4,7,-7
C=CCn1c(SCCCC)nc(O)cc1=O,6&15,3&1,2.9&0.7,23&2,7&-16,-16&4,3&4,0.0&0.0,-23&-12,12&4,8
O=C(NN=Cc1cccc2ccccc12)C1CC1,-140,x,-3.3,-15,-5,5,-55,0.1,-37,-11,-32
NC(=O)c1c(NC(=O)CSc2nnc(-c3ccco3)n2-c2ccccc2)sc2c1CCC2,28,2,-0.8,-1,10,0,17,0.7,-13,-2,4
CN1CCN(S(=O)(=O)c2ccc(NC(=O)c3csc4ccccc34)cc2)CC1,-112,1,-2.5,8,-2,10,-55,0.0,-1,2,11
CCc1noc(C)c1C(=O)Nc1cc(S(=O)(=O)N(CC)CC)ccc1N1CCOCC1,0,-2,0.8,-6,-24,9,11,-0.5,-45,-9,-3
COC(=O)/C=c1/s/c(=C(\C#N)C(=O)NCc2ccco2)n(-c2ccccc2)c1=O,25,3,-0.8,16,8,-14,-2,0.8,-17,6,-1
COc1ccc(CCNC(=O)CNS(=O)(=O)c2ccc(N(C)C)c([N+](=O)[O-])c2)cc1OC,-1,2,0.4,-20,-7,2,13,-0.1,3,3,-2
COc1ccc2ccccc2c1CN1CCN(Cc2ccccc2)CC1,4,1,1.2,2,-12,-11,12,-0.2,-9,4,-10
CC1(Oc2ccc(CC#N)cc2)CCN(Cc2ccccc2OC(F)F)C1 (centres undefined),1,x,-0.6,7,-7,-6,0,0.1,-8,x,-49
CC(=O)Nc1ccccc1C(=O)N1CCN(Cc2ccc3c(c2)OCO3)CC1,8,0,-0.6,-20,0,12,10,0.2,4,13,-7
COCCN(CC(=O)Nc1cccc(C)c1C)C(=O)c1oc2c(Cl)cccc2c1C,18,0,-0.2,-10,-4,-7,52*,0.1,-21,13,31
O=[N+]([O-])c1ccc(NN=Cc2ccco2)nc1,-289,x,-0.1,-19,-8,14,-236,-0.1,-23,-64,-64
O=C(CN1C(=O)NC2(CCCCC2)C1=O)Nc1nc2c(F)cc(F)cc2s1,-39,1,0.0,-29,13,11,-29,0.0,-38,2,-13
CC(C)OC(=O)c1c2c(n3ccccc13)C(=O)c1ccccc1C2=O,14,-4,-0.8,-185,17,-14,27,-0.4,-20,46,15
CCN(CC)C(=O)c1sc(NC(=O)Cc2ccc(OC)cc2)c(C#N)c1C,15,-2,11,24,-8,-12,21,0.0,-1,3,5
Cc1c(C(c2ccc(F)cc2)c2c(C)n(C)n(-c3ccccc3)c2=O)c(=O)n(-c2ccccc2)n1C,19,2,0.4,-6,8,-7,8,0.0,-7,9,9
O=C(Cn1cccc1)N1CCN(c2ccc(F)cc2)CC1,3,-3,-1.4,-10,3,-12,14,-0.5,4,x,2
O=C(CN1C(=O)C2C3C=CC(C4CC34)C2C1=O)OCC(=O)c1ccccc1 (centres undefined),17,0,1.5,-3,17,-7,-1,0.7,-5,-1,16
CC(C)c1ncc(C(O)c2ccccc2)n1C (centres undefined),18,2,-0.6,22,10,-19,13,-0.1,-10,-4,0
Cc1ccccc1C(=O)Oc1ccccc1N1C(=O)C2CC=CCC2C1=O (centres undefined),7,-2,0.6,4,16,6,2,0.1,4,12,-35
O=S(=O)(c1ccc(NC(=S)NN=Cc2ccccc2O)cc1)N1CCCCC1,-106,x,-0.5,-11,31,-2,-220,1.1,6,24,82
CC1(C(=O)Nc2nc3ccc(S(C)(=O)=O)cc3s2)CC1(Cl)Cl (centres undefined),-47,-3,0.1,10,17,-3,-18,-0.3,-27,5,-20
CCn1c(CNc2ccc(C(=O)O)cc2)nc2ccccc21,5,-2,0.3,15,9,5,4,0.0,-2,9,-34
CC(=O)Nc1cc(-c2cccc(C(=O)NCCN(C)C)c2)cn2c(-c3cccc(C(F)(F)F)c3)cnc12,95*,x,-2.9,-79,-314,-30,99*,-0.6,7,x,3
c1ccc(-c2nc(-c3ccccn3)nc(-c3ccccn3)n2)nc1,10,1,-0.8,-8,-1,-15,25,0.0,-4,24,4
Cc1nn(-c2ccccc2)c2c1C1(C(=O)N(C(C)C)c3ccccc31)C(C#N)=C(N)O2 (centres undefined),19,-2,-5.6,3,14,2,25,-0.2,1,30,-8
COc1cccc(NC(=O)[C@H](CC(C)C)NC(=O)[C@@H]2Cc3ccccc3CN2)c1,-23,-1,0.0,7,-16,-5,-19,0.1,-6,2,-5
COc1cc(OC)c(OC)cc1CN1CCN(Cc2ccco2)CC1,15,1,-0.9,-9,-13,2,-2,0.1,16,-4,-7
Cc1cccc(C(=O)NNC2=CC(=O)CC(C)(C)C2)c1O,-77,-2,1.5,18,-6,-8,-48,0.3,-9,-31,-17
CC1CCc2[nH]c3ccc(C(=O)N(C)CC(=O)Nc4cccc(F)c4)cc3c2C1 (centres undefined),-7,-1,0.1,-6,-44,3,25,0.5,-10,3,15
Cc1ccc2nc(N/C(=N/S(=O)(=O)c3ccc(F)cc3)c3ccccc3)sc2c1,-295,-1,-0.7,14,2,-3,-159,0.2,-72,-22,-27
CC1(C(=O)NCCCN2CCOCC2)Oc2cccnc2NC1=O (centres undefined),15,-1,0.3,-10,-5,4,-4,-0.3,-3,8,0
Cc1ccc(C)c(NCCCCC(=O)O)c1,-5,x,1.2,-20,-7,2,4,0.1,-1,x,6
O=C(NC(=O)N1CCN(c2ccccc2F)CC1)c1ccccc1,1,0,-0.5,1,4,2,-99,0.1,-22,-1,14
COc1ccc(NC(=O)c2cccc3ccccc23)cc1OC,-39,x,12,17,-26,-3,-22,0.1,-3,x,9
O=C(N/N=C/c1ccc(O)c(O)c1)NC12CC3CC(CC(C3)C1)C2,15,1,0.0,17,11,-15,13,0.2,-13,-9,49
CC(=O)N/C(=C\c1ccccc1)C(=O)OCC(=O)N(C)C1CCCCC1,7,-1,-1.0,-9,-22,0,-93,-0.2,-4,3,18
CCC1(c2ccccc2)NC(=O)N(CC(=O)Nc2ccc(N3CCCC3)cc2C)C1=O (centres undefined),7,-2,0.5,10,-2,-7,15,-0.1,8,14,15

# Three entries already listed, sorted by their value in Peg3 promoter, high to low.
Compound | Peg3 promoter
COc1ccc(CCNC(=O)CNS(=O)(=O)c2ccc(N(C)C)c([N+](=O)[O-])c2)cc1OC | 13
O=C(CN1C(=O)C2C3C=CC(C4CC34)C2C1=O)OCC(=O)c1ccccc1 (centres undefined) | -1
O=S(=O)(c1ccc(NC(=S)NN=Cc2ccccc2O)cc1)N1CCCCC1 | -220
